FEN1 inhibitor – human FEN1 inhibition. Potency, µM (doses to about 114 µM), for the others: at the highest dose activity change, negative = inhibition, actives largely listed as inhibitors. P39748. 390,000 tested, 0.35% active. Recombinant FEN1 flap cleavage, fluorescence, 15 min; note: nearly all actives have a fitted effect of over 65% in size
Target sequence (P39748 whole entry, looked up): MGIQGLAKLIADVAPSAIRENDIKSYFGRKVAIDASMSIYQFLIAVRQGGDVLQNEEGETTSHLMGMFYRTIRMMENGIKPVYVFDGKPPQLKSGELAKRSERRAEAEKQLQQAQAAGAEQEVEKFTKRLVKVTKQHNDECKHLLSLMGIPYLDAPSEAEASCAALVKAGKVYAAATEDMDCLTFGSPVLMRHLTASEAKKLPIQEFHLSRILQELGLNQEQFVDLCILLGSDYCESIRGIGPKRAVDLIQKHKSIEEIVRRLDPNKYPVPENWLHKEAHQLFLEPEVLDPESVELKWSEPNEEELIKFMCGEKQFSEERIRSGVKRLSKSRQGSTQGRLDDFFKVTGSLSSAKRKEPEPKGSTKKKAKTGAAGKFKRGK
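Potency values derive from four-parameter Hill fits of normalized qHTS data. The reaction used 10 nM FEN1 preincubated 15 min at room temperature with compound, then 50 nM DNA substrate, read at 0 and 15 min.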
GCN5L2 inh – inhibitors of human GCN5L2 histone acetyltransferase. AID 504327. Potency, µM (top dose mostly 58.9 µM), for inactives: top-dose activity change, negative = inhibition, hits mostly inhibitors. 390,000 tested, 0.21% active. GCN5L2 HAT assay, ThioGlo1 CoA-SH fluorescence. Q92830
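Preincubate 20nM GCN5L2 with compound 15 min, RT → add 50uM ThioGlo1 + 75uM H3(1-25) + 70uM acetyl-CoA → read fluorescence 0 and 20 min. Primary qHTS; fluorescent artifacts likely.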
N370S GC mod – inhibitors or activators of N370S glucocerebrosidase for Gaucher disease. N370S GC spleen homogenate, 4MU-glucoside fluorescence. Potency, µM (series often up to 59.4 µM), inactives show at the highest dose activity change, negative = inhibition, hits mostly inhibitors. 330,000 tested, 0.092% active. P04062;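 note: 0% = full enzyme activity and -100% = no enzyme basal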
Active calls of the source: *; ? = inconclusive; / = not tested or not shown; & = joins results of further samples; [ ] = another dose, or the depositor's remark. Calls come from the whole dose curve; as a rule, active = well fitted curve in the direction sought with a large enough effect; inconclusive = small, poorly fitted or top-dose-only effect, or another doubt; inactive = no such curve, though single readings can be large; an effect the other way counts as inactive or inconclusive. Unless noted, % is set by controls: 0 for no effect and ±100 for the full control effect; potency is the fitted concentration of half-maximal effect.

SMILES	FEN1 inhibitor	GCN5L2 inh	N370S GC mod
CC(C)CN(CC(C)C)C(=O)Nc1cccc([N+](=O)[O-])c1	-5%	3%	0%
Cc1ccc(C(=O)NNC(=O)C(C)Oc2ccccc2F)cc1S(=O)(=O)N1CCOCC1 (stereo not drawn)	-4%	-5%	0%
Cc1ccc(S(=O)(=O)NCCNc2ccc([N+](=O)[O-])cc2C(F)(F)F)cc1	-14%	-21%	-18%
CCc1ccc(-c2nc(NC(=S)NC(=O)c3cccs3)sc2C)cc1	-17%	-6%	/
Cc1ccc(C)c(NC(=S)NC(NC(=O)Cc2ccccc2)C(Cl)(Cl)Cl)c1 (stereo not drawn)	0%	-5%	-8%
CN(C(=O)CSc1nc2ccc(NC(=O)CCc3ccccc3)cc2s1)c1ccccc1	-6%	-13%	/
CCN(CC)S(=O)(=O)c1nnc(NC(=O)COc2ccccc2Cl)s1	-6%	-9%	/
O=[N+]([O-])c1ccc(C2Nc3cccc4cccc(c34)N2)cc1	?	-6%	3%
COc1ccc(NC(=O)CSc2nc3ccccc3c(=O)n2CCC(=O)N2CCCCC2)cc1	-4%	-1%	30%
COc1cc(C(=O)Oc2ccccc2/C=N/NC(=O)c2ccc(C)c(Cl)c2)cc(OC)c1OC	1%	25%	7%
Cc1ccc(N2C(N)=NC(N)=NC23CCCC3)c(C)c1	10%	3%	-3%
C=CCc1cc(C=O)cc(OC)c1OCc1c(Cl)cccc1Cl	-23%	-30%	?
COCCn1c(-c2cccc([N+](=O)[O-])c2)nc2c1c(=O)[nH]c(=O)n2Cc1ccccc1	2%	-1%	14%
C=CCOc1ccc(/C=C2\SC(=S)N(C(C(=O)O)c3ccccc3)C2=O)cc1 (stereo not drawn)	1%	0%	-1%
c1ccc(N2CCN(Cc3nc4ccccc4[nH]3)CC2)nc1	-1%	-1%	-16%&-15%

4 records drawn at random from the list so far:
SMILES	FEN1 inhibitor	GCN5L2 inh	N370S GC mod
O=[N+]([O-])c1ccc(C2Nc3cccc4cccc(c34)N2)cc1	?	-6%	3%
Cc1ccc(C)c(NC(=S)NC(NC(=O)Cc2ccccc2)C(Cl)(Cl)Cl)c1 (stereo not drawn)	0%	-5%	-8%
CN(C(=O)CSc1nc2ccc(NC(=O)CCc3ccccc3)cc2s1)c1ccccc1	-6%	-13%	/
Cc1ccc(N2C(N)=NC(N)=NC23CCCC3)c(C)c1	10%	3%	-3%

(more compounds)
SMILES	FEN1 inhibitor	GCN5L2 inh	N370S GC mod
Cn1c(O)c(C=NC(CC(N)=O)C(=O)O)c(=O)n(C)c1=O (stereo not drawn)	/	-3%	4%
CCN(CC)S(=O)(=O)c1ccc2c(c1)N(CC(=O)NCc1ccccn1)C(=O)CO2	-10%	2%	1%
O=S(=O)(c1ccc(Oc2ccc(Br)cc2F)nc1)N1CCCCC1	-1%	-7%	1%[2.35 µM]
Cc1cc(C)cc(NC(=O)c2ccc(CNc3c(N4CCCC4)c(=O)c3=O)cc2)c1	-4%	0%	-1%
CC(O)CNc1nc2c(c(=O)n(Cc3ccccc3)c(=O)n2C)n1C (stereo not drawn)	0%	5%	-10%
Cc1ccc(-c2nnc(N3CCN(C(=O)c4ccco4)CC3)c3ccccc23)cc1	-8%	-2%	?
O=C(Nc1cccc(Cl)c1N1CCCCC1)c1ccc2c(c1)OCCO2	0%	-3%	15%
O=C(O)c1ccc(NC(=O)c2ccccc2NC(=O)c2cccc(F)c2)cc1	-8%	1%	-8%
CCOc1ccc(CCNC(=O)c2ccc(OCc3c(C)noc3C)cc2)cc1OCC	0%	-4%	1%
O=c1c2ccccc2nc(CSc2nnnn2-c2ccccc2)n1-c1ccccc1Cl	10%	-3%	2%
Cc1cccc(-n2c(-c3csc(C)c3C)n[nH]c2=S)c1	-5%	-1%	4%
O=[N+]([O-])c1ccc(O)c(CN2CCCCCC2)c1	0%	-21%	-17%
CCN1CCN(CC(=O)Nc2cc(C)c(C)cc2[N+](=O)[O-])CC1	-6%	-5%	8%
Cc1noc(C)c1C(=O)OCC(=O)c1ccc[nH]1	7%	-3%	0%
CC(C)Oc1ccc(CN=C(N)N=C(N)N)cc1Cl	-1%	-14%	-6%
Cc1cccc(C(=O)OCC(=O)c2ccc3c(c2)NC(=O)CO3)c1	-17%	-3%	/
Cc1cc(NC(=O)Cc2ccccc2)cc(-c2nc3ccccc3o2)c1O	-7%	-2%	/
Cc1ccc(CNC(=O)c2ccc(CS(=O)(=O)c3ccccc3C)o2)cc1	-7%&4%	0%&-5%	2%
Cc1nn(C)c(Cl)c1CN1CCN(CCC(C)C)C(CCO)C1 (stereo not drawn)	-2%	3%	0%
CCOc1ccccc1OCC(=O)OCC(=O)c1c(C)[nH]c2ccccc12	-12%	-1%	-5%
CCc1ccc(OCCCC(=O)NCc2ccccc2)cc1	0%	1%	11%
Cc1ccc(C(=O)N(C)CC(=O)Nc2ccc(N3CCOCC3)cc2)s1	-7%	-2%	-13%
COc1ccc(N2CCN(C(=O)CSc3nnc(-c4cc5ccccc5cc4O)n3C)CC2)cc1	-17%	-3%	8%
OCCCNC(=S)NC1CCCC1	-8%	7%	5%
Cc1cc(=O)[nH]c2cc(O)ccc12	-12%	-5%	?
CN1C(=O)c2ccccc2N(C)C1c1cccc(O)c1 (stereo not drawn)	-1%	-8%	-1%
CCCOc1c(Br)cc(/C=N/O)cc1OC	0%	/	9%
O=C(CSc1ccc(Br)cc1)Nc1ccc(N2CCOCC2)cc1	6%	4%	5%
COc1ccc(NC(=O)c2ccc(COCC(F)(F)F)cc2)cc1OC	-9%	-5%	1%
COCCOC(=O)C1=C(C)NC2=C(C(=O)CC(C)(C)C2)C1c1cccnc1 (stereo not drawn)	-12%	-24%	?
COc1cc(OC)c2c(-c3cccc(-c4ccc(CO)cc4)c3)cc(=O)oc2c1	2%	-8%	?
Cc1ccc(NCc2nnc3n2CCCCC3)c(C)c1	-7%	-4%	3%
COc1ccccc1Oc1ccc2c(c1)C(=O)N(c1ccccc1)C2=O	-7%	-7%	16%
CC(=O)Nc1ccc(S(=O)(=O)N2CCCC2C(=O)Nc2ccc(F)cc2)cc1 (stereo not drawn)	-11%	-16%	-2%
Cc1ccc(S(=O)(=O)N2CCN(C(=O)CN3CCOCC3)C2C(C)C)cc1 (stereo not drawn)	2%	-18%	3%
CCCn1c(SCC(=O)Nc2nnc(CC)s2)nnc1-c1ccncc1	-5%	24%	10%
CCCOc1cccc(C(=O)Nc2cc(-c3ccccc3)no2)c1	-8%	-17%	/
CC(=O)OC1COC(n2c(O)c(N=NC(N)=S)c3ccccc32)C(OC(C)=O)C1OC(C)=O (stereo not drawn)	-4%	3%	-6%
NC(=O)Cc1nc2scc(-c3ccccc3)c2c(=O)[nH]1	12%	-2%	2%
CC(=O)Nc1cccc(OCC(O)Cn2cnc3ccccc32)c1 (stereo not drawn)	-3%	2%	-2%
Cc1ccc(NC(=O)C(c2ccccc2)c2ccccc2)nc1	-18%	-2%	23%
CCC(C(=O)OCC(=O)Nc1c(Cl)cccc1Cl)c1ccccc1 (stereo not drawn)	2%	-4%	5%
COc1ccc(C(=O)/C=C/c2ccc(OC)c(CN3CCOCC3)c2)cc1	-6%	-6%	-7%
CN(Cc1ccccc1)C(=C(Cl)Cl)/C(=C1/NCCN1C)[N+](=O)[O-]	16%	-5%	-2%
CC(C)(C)c1ccc(CNC(=O)C2CCCN2C(=O)Nc2ccccc2)cc1 (stereo not drawn)	-5%	1%	0%
Cc1cccc(C)c1NC(=O)CN(C)C(=O)C1=COCCO1	6%	3%	/
O=C(c1ccc(Br)cc1)N(c1ccccn1)C1CCCCC1	-10%	11%	1%
CCCCn1c(N)c(N(CC)C(=O)c2ccncc2)c(=O)[nH]c1=O	-3%	-2%	/
COc1cc(NC(=O)c2cnc(NCc3ccccc3)nc2C)cc(OC)c1OC	10%	-7%	-8%
CCOC(=O)c1cccc(NC(=O)CCCn2c(=O)c3cccn3c3cccnc32)c1	9%	-2%	25%
O=C(/C=C/c1ccc(Br)cc1)c1ccc(NC(=O)c2ccco2)cc1	-14%&-3%	-3%	4%
COc1cc(O)c(C)c(O)c1	/	0%	5%
CC(C)(C)C(=O)CN1C(=O)NC2(CCCc3ccccc32)C1=O (stereo not drawn)	5%	2%	-6%
COc1ccc(CCNC(=O)C(=O)NCCC2CCCCN2S(=O)(=O)c2cccs2)cc1 (stereo not drawn)	-11%	-1%	6%
COc1ccc(NC(=O)COC(=O)c2ccc(OCc3ccccc3Cl)c(OC)c2)c(OC)c1	4%	0%	3%
Cc1cccc(-n2c(N)c(C(=O)NCCN3CCOCC3)c3nc4ccccc4nc32)c1	?	-13%	15%
Cc1ccc(NC(=O)Cn2c(=O)nc(-c3ccccc3)c3ccccc32)cc1F	3%	-7%	/
N#Cc1c2n(c3c(=O)n(Cc4ccccc4Cl)cnc13)CCCC2	-8%	-7%	?
O=S(=O)(c1cccc2cccnc12)N1CCN(Cc2ccc3c(c2)OCO3)CC1	-1%	-4%	6%
COc1ccc(Cl)cc1N(CC(=O)N/N=C/c1ccc(OCC(N)=O)cc1)S(C)(=O)=O	-5%	-23%	13%
Next records:
SMILES	FEN1 inhibitor	GCN5L2 inh	N370S GC mod
COCCn1c(=NC(=O)CN2C(=O)CCC2=O)sc2cc(S(N)(=O)=O)ccc21	0%	-4%	-2%
Cc1ccc(NC(=O)c2sc(Cl)nc2-c2ccccc2)cc1	-7%	-5%	1%
Cc1cc(OCC(=O)Nc2ccccc2N2CCOCC2)c(C(C)C)cc1Cl	2%	-5%	/
Cc1ccc(CNC(=O)C2CCC(=O)N2C(C)C)cc1 (stereo not drawn)	9%	4%	-9%
Cn1c(CCNC(=O)c2ccco2)nc2ccccc21	-1%	-12%	-1%
O=C(NC1CCSc2ccccc21)c1cccc(S(=O)(=O)N2CCOCC2)c1 (stereo not drawn)	-3%	-3%	3%
CC(C)(C)NC(=O)NC(=O)COC(=O)C1CCN(S(=O)(=O)c2cccs2)CC1	-13%	-13%	/
Cc1nc(N)sc1C(=O)NN	1%	-8%	-2%
O=C(CNC(=O)c1nc[nH]c1C(=O)N1CCc2ccccc2C1)OCc1ccccc1	-9%	4%	2%
Cc1ccc(C2=NO[C@@](CC(=O)O)(C(=O)Nc3ccc4c(c3)OCCO4)C2)cc1	-11%	6%	-9%
COc1ccc(OCCCC(=O)Nc2cccc([N+](=O)[O-])c2)cc1	-3%	-2%	8%
CCc1nnc(NC(=O)C2CCN(c3nccc(C)n3)CC2)s1	-7%	-5%	-6%
CC(O)CSc1nc2c(c(=O)[nH]c(=O)n2C)n1CC(O)COc1ccccc1 (stereo not drawn)	18%	-12%	-14%
CC(C)c1cc(C(=O)O)n[nH]1	0%	0%	-21%
Cc1cc2c(cc1C)C(c1ccsc1)CC(=O)N2 (stereo not drawn)	24%	-16%	-2%
Cc1csc(CN(C)C(=O)C2CCC(=O)N(CCCc3ccccc3)C2)n1 (stereo not drawn)	22%	-6%	6%
Cc1ccc(NC(=O)/C=C/C(=O)O)c(NC(=O)c2ccccc2)c1	-4%	-15%	-2%
COC(=O)c1c(NC(=O)CSc2nnc(Cn3nnc4ccccc43)n2C)sc(C)c1C	28%	-7%	9%
CC1CCCCN1CCCNC(=O)c1[nH]c2ccccc2c1Sc1ccc(Cl)cc1 (stereo not drawn)	-1%	-5%	/
CCOc1ccc2oc(C(=O)NC3CC(C)(C)NC(C)(C)C3)c(C)c2c1	2%	-15%	-4%
O=C(NNC1CC(=O)N(c2ccccc2)C1=O)c1ccco1 (stereo not drawn)	6%	-8%	2%
CC(=O)Oc1ccc(C(=O)Nc2ccccc2C(=O)NCC(C)C)cc1	-13%	3%	-1%
COCCN(C(=O)COC(=O)CSc1ccc2ccccc2c1)c1c(N)n(Cc2ccccc2)c(=O)[nH]c1=O	2%	-1%	-8%
CCOC(=O)c1sc2ncn(CC(=O)Nc3ccc(F)cc3F)c(=O)c2c1C	18%	2%	/
Cc1cc(C)c(NC(=S)N(CCN(C)C)C(C)c2cccnc2)c(C)c1 (stereo not drawn)	0%	-2%	-2%

Gathered by group: those above containing an aryl thioether with sulfur outside any ring (10)
SMILES	FEN1 inhibitor	GCN5L2 inh	N370S GC mod
CN(C(=O)CSc1nc2ccc(NC(=O)CCc3ccccc3)cc2s1)c1ccccc1	-6%	-13%	/
COc1ccc(NC(=O)CSc2nc3ccccc3c(=O)n2CCC(=O)N2CCCCC2)cc1	-4%	-1%	30%
O=c1c2ccccc2nc(CSc2nnnn2-c2ccccc2)n1-c1ccccc1Cl	10%	-3%	2%
COc1ccc(N2CCN(C(=O)CSc3nnc(-c4cc5ccccc5cc4O)n3C)CC2)cc1	-17%	-3%	8%
O=C(CSc1ccc(Br)cc1)Nc1ccc(N2CCOCC2)cc1	6%	4%	5%
CCCn1c(SCC(=O)Nc2nnc(CC)s2)nnc1-c1ccncc1	-5%	24%	10%
CC(O)CSc1nc2c(c(=O)[nH]c(=O)n2C)n1CC(O)COc1ccccc1 (stereo not drawn)	18%	-12%	-14%
COC(=O)c1c(NC(=O)CSc2nnc(Cn3nnc4ccccc43)n2C)sc(C)c1C	28%	-7%	9%
CC1CCCCN1CCCNC(=O)c1[nH]c2ccccc2c1Sc1ccc(Cl)cc1 (stereo not drawn)	-1%	-5%	/
COCCN(C(=O)COC(=O)CSc1ccc2ccccc2c1)c1c(N)n(Cc2ccccc2)c(=O)[nH]c1=O	2%	-1%	-8%

Screening data (PubChem BioAssay)

Some of the compounds tested (hit frequency here may not be typical).
